TcdB GH inh: TcdB glycohydrolase inhibition. P18177. TcdB glycohydrolase enzymatic assay, plate reader. inhibition, % at 9.99 µM. hit rate 0.24% among 350,000; in the data active means inhibition above about 10%
Mtb BioA inh: inhibitors of Mycobacterium tuberculosis BioA enzyme. purified M. tuberculosis BioA enzyme, plate reader. hit rate 0.096% among 360,000. AID 602481. inhibition, % at 9.99 µM; in the data active means inhibition above about 40%
An asterisk follows results filed as active.

item	mol	TcdB GH inh	Mtb BioA inh
1	C[C@@H]1CCCCO[C@@H](CN(C)Cc2ccc(C(F)(F)F)cc2)[C@H](C)CN([C@@H](C)CO)C(=O)c2cc(NC(=O)CCC(F)(F)F)ccc2O1	0.8	-2.1
2	CNC[C@@H]1Oc2cc(C#CC3CCCC3)ccc2S(=O)(=O)N([C@H](C)CO)C[C@H]1C	-0.6	-7.6
3	COc1ccccc1S(=O)(=O)N1CC[C@@H]2[C@H]1c1cc(-c3ccc(C#N)cc3)ccc1N[C@@H]2CO	-1.4	-1.7
4	CCCN(C)C[C@H]1OCCCC[C@H](C)Oc2ccc(NC(=O)Cc3ccccc3)cc2C(=O)N([C@@H](C)CO)C[C@H]1C	0.4	-1.1
5	CCC(=O)Nc1ccc2c(c1)OC[C@@H](C)N(CC1CCOCC1)C[C@@H](C)[C@@H](OC)CN(C)C2=O	-2.0	-0.2
6	COc1ccc(NC(=O)Nc2ccc3c(c2)C(=O)N([C@@H](C)CO)C[C@@H](C)[C@H](CN(C)CC2CCCCC2)OCCCC[C@@H](C)O3)cc1	-0.6	0.3
7	COCC#Cc1ccc2c(c1)O[C@H](CN(C)C(=O)c1ccccc1)[C@H](C)CN([C@H](C)CO)S2(=O)=O	0.6	-0.1
8	CO[C@@H](CN(C)S(=O)(=O)c1ccc(C)cc1)[C@@H](C)CN([C@@H](C)CO)S(=O)(=O)c1cccc(Cl)c1	1.8	-0.5
9	CC(C)NC(=O)N[C@H]1CC[C@@H](CC(=O)O)O[C@@H]1CO	-2.5	0.4
10	O=C(C[C@@H]1C=C[C@H](NC(=O)C2CC2)[C@H](CO)O1)NCc1ccccc1Cl	-2.1	-0.4
11	COc1ccc(NC(=O)N(C)C[C@H]2OCc3cn(nn3)CCCC(=O)N([C@@H](C)CO)C[C@H]2C)cc1	0.3	-2.1
12	Cc1cccc(-c2ccc([C@H]3[C@H]4CN(C(=O)NC(C)C)CCCCN4[C@H]3CO)cc2)c1	-0.5	-1.9
13	C[C@H]1CN([C@@H](C)CO)C(=O)Cc2cc(NC(=O)CCC(F)(F)F)ccc2O[C@H]1CN(C)C(=O)Nc1ccc2c(c1)OCO2	-0.3	0.4
14	CC(C)NC(=O)N(C)C[C@H]1Oc2ccc(NS(=O)(=O)c3ccc(F)cc3)cc2C(=O)N([C@@H](C)CO)C[C@H]1C	0.2	-0.5
15	CCC(=O)N(C)C[C@H]1Oc2cc(-c3ccc(C#N)cc3)ccc2S(=O)(=O)N([C@H](C)CO)C[C@H]1C	0.2	-1.1
16	CN1C(=O)c2cc(NS(C)(=O)=O)ccc2OC[C@H]2O[C@@H](CC(=O)NC3CCCCC3)CC[C@@H]21	0.2	-3.7
17	C[C@H]1CN([C@@H](C)CO)C(=O)c2cc(-c3ccccc3)cnc2O[C@@H]1CN(C)C(=O)c1ccccn1	-2.0	0.0
18	COc1ccc(CN(C)C[C@H]2Oc3c(NC(=O)Nc4ccc5c(c4)OCO5)cccc3C(=O)N([C@H](C)CO)C[C@H]2C)cc1	-6.6	1.6
19	C[C@@H]1CN([C@H](C)CO)S(=O)(=O)c2ccc(Br)cc2O[C@@H]1CN(C)Cc1ccccc1	-1.9	2.0
20	C[C@@H]1CN([C@H](C)CO)C(=O)c2cc(NC(=O)C3CCCCC3)ccc2O[C@H]1CN(C)Cc1ccncc1	-0.8	-1.0

Quoted at random: 4 entries already listed
item	mol	TcdB GH inh	Mtb BioA inh
7	COCC#Cc1ccc2c(c1)O[C@H](CN(C)C(=O)c1ccccc1)[C@H](C)CN([C@H](C)CO)S2(=O)=O	0.6	-0.1
14	CC(C)NC(=O)N(C)C[C@H]1Oc2ccc(NS(=O)(=O)c3ccc(F)cc3)cc2C(=O)N([C@@H](C)CO)C[C@H]1C	0.2	-0.5
8	CO[C@@H](CN(C)S(=O)(=O)c1ccc(C)cc1)[C@@H](C)CN([C@@H](C)CO)S(=O)(=O)c1cccc(Cl)c1	1.8	-0.5
4	CCCN(C)C[C@H]1OCCCC[C@H](C)Oc2ccc(NC(=O)Cc3ccccc3)cc2C(=O)N([C@@H](C)CO)C[C@H]1C	0.4	-1.1

The list goes on.
item	mol	TcdB GH inh	Mtb BioA inh
21	CC(C)C#Cc1ccc2c(c1)O[C@H](CN(C)C(=O)c1cccc(F)c1)[C@@H](C)CN([C@H](C)CO)S2(=O)=O	-1.2	-1.6
22	O=C(NC[C@@H]1[C@@H](c2ccccc2)[C@@H](CO)N1Cc1ccccn1)C1CC1	-0.3	-2.0
23	C[C@@H]1CN([C@@H](C)CO)C(=O)c2cccc(NC(=O)C3CCCCC3)c2O[C@@H]1CN(C)CC1CCCCC1	0.7	-0.3
24	CCCC#Cc1ccc([C@@H]2[C@@H](CO)N(C(=O)C3CCOCC3)[C@H]2C#N)cc1	-14.5	-6.3
25	O=C(Nc1ccc(Cl)cc1)N[C@H]1CC[C@@H](CCn2cc(-c3ccccc3F)nn2)O[C@@H]1CO	-0.2	-1.7
26	C[C@@H]1CN([C@@H](C)CO)C(=O)c2c(c3ccccc3n2C)-c2ccccc2CO[C@@H]1CN(C)S(=O)(=O)Cc1ccccc1	0.7	-1.4
27	CC(C)C#Cc1cnc2c(c1)C(=O)N([C@H](C)CO)C[C@@H](C)[C@@H](CN(C)C(=O)Cc1ccccn1)O2	-0.4	-6.4
28	C[C@H]1CN([C@@H](C)CO)C(=O)c2cccc(NC(=O)c3nc4ccccc4s3)c2O[C@H]1CN(C)S(=O)(=O)c1cn(C)cn1	0.2	-1.0
29	CO[C@H]1CN(C)C(=O)c2ccc(NS(C)(=O)=O)cc2OC[C@H](C)N(C(=O)C2CCC2)C[C@H]1C	-1.8	-2.9
30	CC=Cc1ccc2n(c1=O)C[C@@H]1[C@@H](CO)[C@H](C(=O)NCCC)N(C(=O)CC3CC3)[C@H]21 (mixture of isomers)	-0.1	0.5
31	O=C(C[C@H]1CC[C@@H]2[C@H](COC[C@H](O)CN2CCc2ccccc2)O1)NCc1ccc(F)cc1	-2.3	0.1
32	C[C@@H]1CCCCO[C@H](CN(C)C(=O)Nc2ccc(C(F)(F)F)cc2)[C@H](C)CN([C@@H](C)CO)C(=O)c2cc(NC(=O)Nc3ccc(F)cc3)ccc2O1	-0.7	-2.3
33	C[C@@H]1CN([C@@H](C)CO)S(=O)(=O)c2ccc(-c3ccccc3)cc2O[C@@H]1CN(C)Cc1ccccn1	0.1	21.3
34	C[C@@H]1CN([C@@H](C)CO)C(=O)c2cccc(NC(=O)c3cnccn3)c2O[C@H]1CN(C)Cc1ccccc1	0.3	-0.5
35	O=C(NCC[C@H]1CC[C@@H](NS(=O)(=O)c2ccccc2)[C@H](CO)O1)c1ccc2c(c1)OCO2	0.5	4.1
36	CCCC(=O)Nc1ccc2c(c1)C(=O)N(C)C[C@@H](OC)[C@@H](C)CN(C(=O)CN(C)C)[C@@H](C)CO2	-2.1	-0.3
37	CCCN(C)C[C@@H]1Oc2ncc(C#CC3(O)CCCC3)cc2C(=O)N([C@@H](C)CO)C[C@@H]1C	-1.3	0.3
38	CN(C)C(=O)c1ccc(-c2cccc(-c3nc(C(=O)NC4CCC4)cc4c3[C@@H](CCO)N([S@](=O)C(C)(C)C)C4)c2)cc1	0.6	3.6
39	O=C(C[C@H]1CC[C@@H]2[C@H](COC[C@@H](O)CN2C(=O)c2ccccc2F)O1)NCc1ccccc1	0.7	2.3
40	C[C@H](CO)N1C[C@H](C)[C@H](CN(C)S(=O)(=O)c2cn(C)cn2)Oc2ccc(N(C)C)cc2C1=O	-6.0	1.1

Entries of single compounds as entered above. Screens in order: TcdB GH inh	Mtb BioA inh
C[C@@H]1CN([C@@H](C)CO)C(=O)c2cccc(NC(=O)c3cnccn3)c2O[C@H]1CN(C)Cc1ccccc1 as listed: 0.3	-0.5
CC=Cc1ccc2n(c1=O)C[C@@H]1[C@@H](CO)[C@H](C(=O)NCCC)N(C(=O)CC3CC3)[C@H]21 (mixture of isomers) as listed: -0.1	0.5

The results go on:
item	mol	TcdB GH inh	Mtb BioA inh
41	CCCN(C)C[C@@H]1OCc2cnnn2CCCC(=O)N([C@H](C)CO)C[C@@H]1C	0.2	-1.0
42	Cc1ccc(S(=O)(=O)N[C@H]2CC[C@H](CCNC(=O)Cc3ccccn3)O[C@@H]2CO)cc1	1.1	1.8
43	O=C(NCC1CC1)[C@@H]1[C@@H](CO)[C@@H]2Cn3c(ccc(C4=CCCCC4)c3=O)[C@H]1N2	0.7	0.0
44	N#Cc1cccc(-c2ccc([C@H]3[C@@H](CO)N4CCCCN(Cc5ccccc5F)C[C@@H]34)cc2)c1	0.9	-3.8
45	C[C@@H]1CN([C@@H](C)CO)C(=O)Cc2cc(NS(=O)(=O)c3ccc(F)cc3)ccc2O[C@H]1CN(C)Cc1ccccc1	1.4	4.1
46	CC=Cc1ccc2n(c1=O)C[C@@H]1[C@@H](CO)[C@H](C(=O)NCCN3CCCC3)N(C(=O)NCCC)[C@H]21 (mixture of isomers)	0.3	-1.8
47	CO[C@@H]1CN(C)C(=O)c2cc(NC(=O)c3cnccn3)ccc2OC[C@H](C)NC[C@H]1C	0.0	-0.7
48	COc1ccc(-c2cnc3c(c2)C(=O)N([C@@H](C)CO)C[C@@H](C)[C@H](CN(C)C(=O)Cc2cccnc2)O3)cc1	0.7	6.8
49	C[C@H](CO)N1C[C@H](C)[C@@H](CN(C)C(=O)Nc2cccc3ccccc23)OCCCC[C@H](C)Oc2ccc(N(C)C)cc2C1=O	-11.1	-1.0
50	CN1[C@H](C(=O)Nc2ccccc2)[C@@H](CO)[C@@H]2Cn3c(ccc(-c4ccc(F)cc4)c3=O)[C@@H]21	0.3	7.7
51	O=C(C[C@@H]1CC[C@H]2[C@@H](COC[C@@H](O)CN2C(=O)Nc2ccc3c(c2)OCO3)O1)N1CCN(c2ccccc2)CC1	-1.4	-0.6
52	COCC(=O)Nc1ccc2c(c1)[C@@H]1C[C@@H](CC(=O)NCc3ccccn3)O[C@H](CO)[C@@H]1O2	-1.0	-0.2
53	CC=Cc1ccc2n(c1=O)C[C@@H]1[C@@H](CO)[C@H](C(=O)N[C@@H](C)c3ccccc3)[C@H]2N1CC1CC1 (mixture of isomers)	-6.6	-0.4
54	C[C@H]1CN([C@@H](C)CO)C(=O)c2cccc(NS(=O)(=O)c3cn(C)cn3)c2O[C@@H]1CN(C)Cc1ccc(C(F)(F)F)cc1	-0.2	-0.9
55	COc1ccc(NC(=O)N(C)C[C@H]2Oc3ccc(NC(=O)NC(C)C)cc3C(=O)N([C@@H](C)CO)C[C@H]2C)cc1	-1.4	5.0
56	CC(C)C#Cc1cnc2c(c1)C(=O)N([C@H](C)CO)C[C@@H](C)[C@H](CN(C)C(=O)c1cnccn1)O2	-0.2	0.4
57	COCC(=O)N(C)C[C@@H]1Oc2cc(C#CC3CC3)ccc2S(=O)(=O)N([C@@H](C)CO)C[C@H]1C	-0.7	0.5
58	O=C(NCC[C@@H]1CC[C@H](NC(=O)c2ccc3c(c2)OCO3)[C@H](CO)O1)Nc1ccc(Cl)cc1	0.1	20.6
59	Cc1noc(C)c1S(=O)(=O)Nc1ccc2c(c1)C(=O)N([C@@H](C)CO)C[C@@H](C)[C@H](CN(C)C(=O)NC(C)C)OCCCC[C@@H](C)O2	1.8	1.1
60	C[C@@H]1CN([C@@H](C)CO)C(=O)Cc2cc(NS(=O)(=O)c3ccccc3)ccc2O[C@@H]1CN(C)CC1CC1	-0.6	-2.2

(further entries)
item	mol	TcdB GH inh	Mtb BioA inh
61	CO[C@H](CN(C)C(=O)c1cnccn1)[C@H](C)CN([C@H](C)CO)S(=O)(=O)c1ccc(Cl)cc1	0.5	0.1
62	C[C@@H]1CCCCO[C@H](CN(C)C(=O)C2CCCCC2)[C@@H](C)CN([C@H](C)CO)C(=O)c2cc(NS(C)(=O)=O)ccc2O1	1.1	-1.2
63	Cc1noc(C)c1S(=O)(=O)Nc1ccc2c(c1)C(=O)N([C@@H](C)CO)C[C@H](C)[C@@H](CN(C)Cc1ccc(C(=O)O)cc1)OCCCC[C@H](C)O2	-2.2	-1.6
64	Cc1noc(C)c1S(=O)(=O)N(C)C[C@H]1OCCCC[C@H](C)Oc2ccc(NC(=O)NC3CCCCC3)cc2C(=O)N([C@H](C)CO)C[C@@H]1C	-0.4	-0.9
65	C[C@H](CO)N1C[C@H](C)[C@@H](CN(C)C)Oc2cc(C#Cc3cccc(F)c3)ccc2S1(=O)=O	0.6	2.9
66	Cc1noc(C)c1C(=O)N(C)C[C@H]1OCc2ccccc2-c2c(n(C)c3ccccc23)C(=O)N([C@@H](C)CO)C[C@@H]1C	-1.6	2.7
67	COc1ccc(NC(=O)N(C)C[C@@H]2Oc3ccc(NC(=O)Nc4ccccc4)cc3CC(=O)N([C@@H](C)CO)C[C@@H]2C)cc1	0.2	3.0
68	COc1cccc(C(=O)Nc2ccc3c(c2)OC[C@@H](C)N(C(=O)C2CCCC2)C[C@H](C)[C@H](OC)CN(C)C3=O)c1	0.3	-0.7
69	C[C@@H]1CN([C@@H](C)CO)C(=O)c2cc(NC(=O)CCCN(C)C)ccc2O[C@@H](C)CCCCO[C@@H]1CN(C)Cc1ccncc1	1.9	-0.2
70	Cc1noc(C)c1NC(=O)Nc1ccc2c(c1)CC(=O)N([C@@H](C)CO)C[C@H](C)[C@H](CN(C)C(=O)Nc1ccccc1)O2	-7.0	0.2
71	CCC(=O)N1C[C@@H](C)[C@@H](OC)CN(C)C(=O)c2cc(NC(=O)C3CCCCC3)ccc2OC[C@H]1C	-0.1	-0.9
72	C[C@H]1CN([C@@H](C)CO)S(=O)(=O)c2ccc(-c3ccccc3)cc2O[C@H]1CN(C)Cc1cncnc1	0.0	6.5
73	CC(=O)N1[C@H](CN(C(=O)c2cccc(F)c2)C(C)C)[C@@H](c2ccccc2)[C@@H]1CO	-10.6	-6.9
74	C[C@H](CO)N1C[C@H](C)[C@H](CN(C)S(C)(=O)=O)Oc2ccc(NC(=O)CCC(F)(F)F)cc2C1=O	1.0	-0.9
75	C[C@@H]1CN([C@H](C)CO)C(=O)Cc2cc(NS(=O)(=O)c3cn(C)cn3)ccc2O[C@@H]1CN(C)CC1CC1	-5.1	-1.8

A section from the list above, as a working copy:
item	mol	TcdB GH inh	Mtb BioA inh
1	C[C@@H]1CCCCO[C@@H](CN(C)Cc2ccc(C(F)(F)F)cc2)[C@H](C)CN([C@@H](C)CO)C(=O)c2cc(NC(=O)CCC(F)(F)F)ccc2O1	0.8	-2.1
2	CNC[C@@H]1Oc2cc(C#CC3CCCC3)ccc2S(=O)(=O)N([C@H](C)CO)C[C@H]1C	-0.6	-7.6

An excerpt; rates above refer to the full screens.
